# TDP2 inh: TDP2 (human) inhibition, absorbance primary screen; recombinant TDP2, T5PNP hydrolysis, p-nitrophenol absorbance 415 nm; inhibition, % at 12.8 µM; actives 0.34% (n = 370,000);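 active = inhibition above the mean of all tested compounds plus 3 SD, set per campaign, cut at about 25% in these data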;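 also: 0% = DMSO with enzyme and 100% = buffer with substrate but no TDP2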
#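 Material: recombinant human TDP2; quantity: TDP2 enzyme at 120 nM final; medium: Tris-HCl pH 7.5 with MgCl2; compound: single concentration, 12.8 µM nominal, with 1% DMSO; incubation: 2 h enzyme incubation at 37 °C; signal: epi absorbance; measure: percent inhibition; benchmarks: high control without enzyme, low control DMSO plus TDP2; repeats: singlicate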
# SIAE inh: human SIAE inhibition, primary screen; Q9HAT2; SIAE FP-Rh probe binding, fluorescence polarization; inhibition, % at 9.66 µM; actives 0.69% (n = 370,000); AID 1053197;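 active = inhibition above a cutoff: mean of compounds within the control limits plus 3 SD of those, cut at about 17% in these data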;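 also: 0% = plate median of compound wells and 100% = probe without SIAE protein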
# ADAM10 inh: ADAM10 inhibition, QFRET primary screen. O14672. recombinant ADAM10, EDANS/DABCYL FRET peptide cleavage, 3 h. inhibition, % at 7 µM. actives 0.62% (n = 370,000). AID 720582;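 active = inhibition above a per-campaign cutoff equal to the mean of compounds falling between control-based bounds plus 3 SD, cut at about 20% in these data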;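 also: 0% = DMSO wells while the 100% control is not disclosed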
# PLC-beta3 inh: inhibitors of human phospholipase C beta3; AID 720704; Q01970; inhibition, % at 12.2 µM; actives 0.18% (n = 370,000); Purified PLC-beta3, fluorogenic substrate, fluorescence; in the data active = inhibition above about 11%;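 also: 0% = median of compound wells on plate and 100% = full blocker control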
# PLCg1 inh: inhibitors of human phospholipase C gamma1; AID 720700; actives 0.84% (n = 370,000); inhibition, % at 12.2 µM; purified PLC-gamma1, fluorogenic substrate, fluorescence; in the data active = inhibition above about 9.5%
# ADAM17 inh: ADAM17 inhibition, QFRET primary screen. P78536. recombinant ADAM17, EDANS/DABCYL FRET peptide cleavage. inhibition, % at 6.95 µM. actives 0.83% (n = 370,000). AID 720648;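 active = inhibition above the mean of compounds lying between control limits plus 3 SD, set per campaign, cut at about 8.5% in these data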;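 also: 0% = DMSO-only wells as the low control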
# Target sequence (P78536 215-824 limits assumed): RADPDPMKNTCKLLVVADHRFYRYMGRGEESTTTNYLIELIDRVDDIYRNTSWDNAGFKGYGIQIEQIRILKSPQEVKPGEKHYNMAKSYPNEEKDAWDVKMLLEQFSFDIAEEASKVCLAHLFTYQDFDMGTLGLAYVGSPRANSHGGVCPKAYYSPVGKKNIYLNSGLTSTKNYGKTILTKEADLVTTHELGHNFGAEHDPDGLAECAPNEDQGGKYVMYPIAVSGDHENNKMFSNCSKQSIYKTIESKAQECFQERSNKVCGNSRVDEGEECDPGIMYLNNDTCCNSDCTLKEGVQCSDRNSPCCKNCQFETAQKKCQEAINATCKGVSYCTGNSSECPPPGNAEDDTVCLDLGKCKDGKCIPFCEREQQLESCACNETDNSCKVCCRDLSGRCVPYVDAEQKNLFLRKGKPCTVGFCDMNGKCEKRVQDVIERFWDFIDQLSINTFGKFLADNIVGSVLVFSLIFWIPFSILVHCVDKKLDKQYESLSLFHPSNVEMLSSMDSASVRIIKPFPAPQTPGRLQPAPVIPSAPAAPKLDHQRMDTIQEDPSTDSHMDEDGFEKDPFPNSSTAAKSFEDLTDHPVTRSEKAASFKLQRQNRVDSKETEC
# DDE Tn7 FP inh: disrupts Tn7 cyclic peptide binding to fibrin D-Dimer-E complex; inhibition, % at 8.3 µM; FP displacement of FITC-Tn7 peptide from fibrin DD(E); 0% = median of compound wells per plate; actives 0.13% (n = 370,000); P02675; AID 720508;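 active = inhibition above the mean of compounds falling within the control limits plus 3 SD of them, cut at about 14% in these data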;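 also: 0% = plate median of compound wells and 100% = 10 µM Aha-Tn7 peptide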
#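 System: human fibrin DD(E); quantity: Fibrin-DD(E) at 2 µM final; also added: fluorescent Tn7 probe at 0.1 µM; compound dosing: single nominal test concentration of 8.3 µM per compound; schedule: 10 min preincubation, 3 h with tracer, room temperature; detection: fluorescence polarization of the labelled Tn7 tracer; repeats: one replicate per compound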
# ASAP1 inh: ASAP1 ArfGAP inhibition; AID 624377; inhibition, % at 16.5 µM; Q9ULH1; ASAP1-stimulated ARF1 GTP hydrolysis, GDP FP detection; actives 0.19% (n = 360,000); in the data active = inhibition above about 25%;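 also: 0% = vehicle with enzyme and substrate and 100% = no enzyme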
# ARFGAP1 inhibitor: rat ARFGAP1 inhibition; Q62848; Arfgap1-stimulated ARF1 GTP hydrolysis, GDP FP detection; inhibition, % at 16.5 µM; actives 0.26% (n = 360,000); AID 651572;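 active = inhibition above a per-plate limit, mean inhibition of low control wells plus 3 SD, cut at about 25% in these data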;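 also: 0% = DMSO wells with enzyme and 100% = wells lacking Arfgap1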
# Target sequence (Q62848 1-136 limits assumed): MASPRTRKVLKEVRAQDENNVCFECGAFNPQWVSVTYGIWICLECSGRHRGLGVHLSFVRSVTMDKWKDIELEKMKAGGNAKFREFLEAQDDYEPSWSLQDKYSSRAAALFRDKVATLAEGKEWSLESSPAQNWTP
#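 Replicates: Single well per compound | Assay system: Truncated rat Arfgap1 GAP domain | Control set: No-Arfgap1 wells (100%) versus DMSO full-reaction wells (0%) | Times: Enzyme reaction 120 min at 25 °C after 20 min preincubation | Reagent: Human ARF1(Δ1-17)-GTP substrate | Measured by: Tracer-displacement fluorescence polarization with EDTA stop, 620/688 nm | Measure: Percent inhibition of Arfgap1-stimulated GTP hydrolysis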
# DDE Tn6 FP inh: disrupts Tn6 cyclic peptide binding to fibrin D-Dimer-E complex | P02675 | Fibrin DD(E) TRITC-Tn6 fluorescence polarization displacement | inhibition, % at 8.3 µM | actives 0.21% (n = 370,000) | AID 720509;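 active = inhibition above a per-campaign cutoff: mean of compounds within control limits plus 3 SD, cut at about 15% in these data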;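 also: 0% = median of all compound wells on the plate and 100% = blocking peptide control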
# Starred values were filed as active, the others as inactive; . = not tested or not shown.
SMILES,TDP2 inh,SIAE inh,ADAM10 inh,PLC-beta3 inh,PLCg1 inh,ADAM17 inh,DDE Tn7 FP inh,ASAP1 inh,ARFGAP1 inhibitor,DDE Tn6 FP inh
Cc1nn(C(C)C(=O)NC2CCC(C)CC2)c(=O)c2nn(-c3ccccc3)c(C)c12 (stereo not given),0,4,-10,-4,1,-6,-1,-11,-2,2
COCCN(C(=S)Nc1ccccc1C)C(C)c1cccnc1 (stereo not given),-5,4,4,6,3,1,2,-17,-1,3
CNc1nnc(CSc2nc(C)cc(C)n2)s1,-4,27*,0,4,5,2,-5,9,3,1
O=C(c1ccc(N2CCCC2)c([N+](=O)[O-])c1)N1CCN(S(=O)(=O)c2ccc(Cl)cc2)CC1,-1,0,-5,-1,3,-3,0,5,1,-4
Cc1ccc(C(=O)COC(=O)CNC(=O)C(c2ccccc2)c2ccccc2)cc1[N+](=O)[O-],4,-6,-5,0,0,-2,8,-13,10,-2
CC(=O)NC(=S)Nc1ccc(NC(=S)NC(=O)/C=C/c2ccco2)cc1,-5,31*,0,1,0,7,4,1,13,-1
FC(F)Sc1nc(-c2ccccc2)c(-c2ccccc2)n1C(F)F,-7,-2,4,1,0,1,6,-7,2,-1
COc1cccc2ccc(CC(O)(c3ccccc3)c3ccccc3)nc12,-16,-6,-6,-6,-4,-5,2,10,5,-6
CC(C)(C)c1ccc(C(=O)Nc2cccc(S(=O)(=O)NC3=NCCC3)c2)cc1,-18,1,7,-3,-1,4,1,-11,5,-5
COc1ccc(C(=O)NC2CCc3ccccc32)cc1OC1CCN(C(C)=O)CC1 (stereo not given),0,8,-14,1,-1,2,6,2,-14,1
FC(F)(F)c1ccc(Oc2ccc3c(C(F)(F)F)cc(C(F)(F)F)nc3n2)cc1,-8,3,3,4,-4,1,-9,-3,8,2
CC(NCC(=O)Nc1ccccc1C(=O)NC1CC1)c1ccco1 (stereo not given),0,-2,0,-2,-2,-1,-6,7,-4,2
CCC(C)c1ccc(C2C3=C(Nc4nc(N)[nH]c(=O)c42)c2ccccc2C3=O)cc1 (stereo not given),4,-1,-9,-8,-2,-5,-1,8,9,-2
CCS(=O)(=O)N1CCC(C(=O)N2CCN(c3ccccc3)CC2)CC1,10,5,2,6,1,-1,1,4,2,-6
CC1CCc2sc(C(=O)N/N=C/C3CCCCC3)cc2C1 (stereo not given),-10,-10,-6,-23,-15,-8,-1,-1,2,2
c1cc(-c2nnn(CCOCCn3nnc(-c4ccncc4)n3)n2)ccn1,5,1,-6,-5,2,-3,-5,9,0,-11
O=C1COc2ccc(-c3csc(NCC4CCCO4)n3)cc2N1 (stereo not given),-2,8,4,-7,-4,-4,0,3,-4,6
O=C(O)CCC(=O)Nc1ccc2c(c1)oc1ccccc12,5,1,0,3,-1,-3,-2,-3,-3,-2
CCOC(=O)C(=O)N1CCN(c2ccccc2OC)CC1,0,-11,5,-5,4,5,-2,-11,-3,2
CCc1ccc(C(=O)Nc2cc(C)ccc2F)s1,12,-2,0,1,2,-1,-5,-15,5,-3
O=C(CN1C(=O)NC2(CCCC2)C1=O)OCCOc1ccccc1,5,-2,-3,-3,0,1,3,5,-1,-5
Cc1ccc(S(=O)(=O)c2ccc(Cl)cc2)cc1S(=O)(=O)NC(C(=O)O)C(C)C (stereo not given),-7,-2,-14,1,0,-2,-2,-15,5,0
O=C1NC(=O)N(C2CCCCC2)CC1Br (stereo not given),6,3,-9,-1,-1,-5,4,-6,-9,-4
CCOC(=O)c1sc(NS(=O)(=O)c2ccc(C)cc2)nc1C,-10,0,-6,-1,1,-3,1,0,2,-2
COc1cccc(CN2CCN(S(=O)(=O)c3ccc(Cl)s3)CC2)c1,15,-2,0,-5,-1,2,-6,9,11,-3
COc1ccc(Oc2ccccc2/C=C/C(=O)O)cc1,-6,1,-1,-6,-5,-1,0,3,-3,2
COc1c(C)cccc1C(=O)NC(=S)Nc1ccccc1N1CCCC1,14,4,-22,-38,-21,-9,-2,9,4,-11
CO/C([O-])=N/c1c[n+](-c2ccc(Cl)cc2)no1,8,8,-19,-4,-3,-1,3,-2,6,3
Cc1nc2cc(S(=O)(=O)N3CCC(C(=O)O)CC3)ccc2n1C1CCCC1,-2,0,1,2,1,2,-2,10,-1,-1
CCOc1cc(C(=O)NCc2ccco2)cc(OCC)c1OCC,5,-1,5,-5,3,1,-3,-10,11,3
O=C(COC(=O)CC1CCCCC1)Nc1c(Cl)cccc1Cl,-1,1,-10,-5,2,-4,-2,9,-3,4
O=c1ccc2c(o1)/C(=C/C=C(Cl)Cl)CCC2,-14,-2,-40,-317,-262,-13,-14,5,-2,-5
CCOc1cc(C(=O)OCc2ccc([N+](=O)[O-])cc2)ccc1OCC(=O)N1CCOCC1,-5,-7,-5,3,2,-4,3,2,15,-4
Cc1ccc(NC(=O)COC(=O)/C=C/c2ccccc2)cc1S(=O)(=O)N1CCOCC1,-6,3,0,-1,0,1,0,7,1,4
CN(C)c1ccc(C(C(=O)NC(C)(C)C)N(C(=O)c2csnn2)C2CC2)cc1 (stereo not given),-1,-5,-2,3,5,0,-2,-4,17,-13
O=C(O)CN1C(=O)/C(=C\c2cc(Br)ccc2OCc2ccccc2Cl)SC1=S,2,-22,16,-12,0,-15,-1,0,-24,-9

# Exported with two lines to a compound: 2 of the compounds above.
# Every second line gives: TDP2 inh | SIAE inh | ADAM10 inh | PLC-beta3 inh | PLCg1 inh | ADAM17 inh | DDE Tn7 FP inh | ASAP1 inh | ARFGAP1 inhibitor | DDE Tn6 FP inh
- O=c1ccc2c(o1)/C(=C/C=C(Cl)Cl)CCC2
  -14 | -2 | -40 | -317 | -262 | -13 | -14 | 5 | -2 | -5
- CCOc1cc(C(=O)OCc2ccc([N+](=O)[O-])cc2)ccc1OCC(=O)N1CCOCC1
  -5 | -7 | -5 | 3 | 2 | -4 | 3 | 2 | 15 | -4

# (continued)
SMILES,TDP2 inh,SIAE inh,ADAM10 inh,PLC-beta3 inh,PLCg1 inh,ADAM17 inh,DDE Tn7 FP inh,ASAP1 inh,ARFGAP1 inhibitor,DDE Tn6 FP inh
COc1ccc(Cl)cc1-c1cc(C(=O)NCc2ccccc2)[nH]n1,-4,-18,8,-1,0,4,-11,-1,1,-5
CCCCC(CC)CNC(=O)c1ncn[nH]1 (stereo not given),12,5,0,2,3,0,0,-10,11,8
Fc1ccccc1CNCc1ccc2c(c1)OCO2,4,1,5,-3,1,-3,0,9,-16,-1
Cc1nc2ccc(Nc3ccncc3)cc2s1,13,-4,-9,-14,-3,-7,-5,6,-7,0
Cc1ccc(SCC(=O)OCC(=O)NC2(C#N)CCCCC2)cc1,-1,-5,-1,-1,2,-2,-4,7,-3,0
N=c1c2ccccc2nc2n1CCCCC2,0,-3,2,5,2,0,-3,-2,-4,7
COC(=O)[C@]12C[C@H](CC(=O)N3CCN(C(=O)c4ccco4)CC3)C(=O)N(Cc3ccc(Cl)cc3Cl)C1=C[C@H](C(C)(C)C)O[C@@H]2C,-3,-8,11,5,2,4,3,.,.,-12
CCCCCC1C(=O)CCC1CC(=O)OC (stereo not given),0,-6,-8,2,2,0,-3,-2,-1,4
CCC(CC)N1CCN(C(=O)c2cc(OC)c(OC)c(OC)c2)CC1,1,4,2,-4,0,2,-8,-6,16,1
COc1ccc(C2/C(=C(/O)c3ccccc3)C(=O)C(=O)N2c2ncccn2)cc1OC (stereo not given),7,-1,1,-2,-3,-5,0,5,-6,3
COc1ccccc1C(=O)N1CCN(c2cccc(C(F)(F)F)c2)CC1,-10,4,3,5,2,2,-3,8,3,-3
O=C(NCc1ccccn1)C(C(=O)c1cccc([N+](=O)[O-])c1)n1cc(Cl)ccc1=O (stereo not given),5,4,0,1,1,-1,-2,-5,3,-5
Cc1ccsc1C(=O)NCCC(c1ccccc1)c1ccccc1,-2,-2,7,1,2,5,-9,-2,-1,10
C=CCOc1ccc(/C=C/C(=O)OCC(=O)NCc2ccco2)cc1,-12,1,0,1,0,1,2,-9,-14,-5
COc1ccc2ccccc2c1CN1CCN(C(=O)c2ccco2)CC1,2,-7,7,-10,-1,-3,4,5,5,-5
O=C(Nc1ccc2oc(-c3ccccc3)nc2c1)c1cccs1,2,-2,-126,-13,-11,-38,6,1,4,-3

# 10 structures already listed, ordered by count of non-hydrogen atoms, rising.
SMILES,TDP2 inh,SIAE inh,ADAM10 inh,PLC-beta3 inh,PLCg1 inh,ADAM17 inh,DDE Tn7 FP inh,ASAP1 inh,ARFGAP1 inhibitor,DDE Tn6 FP inh
N=c1c2ccccc2nc2n1CCCCC2,0,-3,2,5,2,0,-3,-2,-4,7
Cc1nc2ccc(Nc3ccncc3)cc2s1,13,-4,-9,-14,-3,-7,-5,6,-7,0
Fc1ccccc1CNCc1ccc2c(c1)OCO2,4,1,5,-3,1,-3,0,9,-16,-1
O=C(Nc1ccc2oc(-c3ccccc3)nc2c1)c1cccs1,2,-2,-126,-13,-11,-38,6,1,4,-3
Cc1ccc(SCC(=O)OCC(=O)NC2(C#N)CCCCC2)cc1,-1,-5,-1,-1,2,-2,-4,7,-3,0
CCC(CC)N1CCN(C(=O)c2cc(OC)c(OC)c(OC)c2)CC1,1,4,2,-4,0,2,-8,-6,16,1
COc1ccccc1C(=O)N1CCN(c2cccc(C(F)(F)F)c2)CC1,-10,4,3,5,2,2,-3,8,3,-3
O=C(NCc1ccccn1)C(C(=O)c1cccc([N+](=O)[O-])c1)n1cc(Cl)ccc1=O (stereo not given),5,4,0,1,1,-1,-2,-5,3,-5
COc1ccc(C2/C(=C(/O)c3ccccc3)C(=O)C(=O)N2c2ncccn2)cc1OC (stereo not given),7,-1,1,-2,-3,-5,0,5,-6,3
COC(=O)[C@]12C[C@H](CC(=O)N3CCN(C(=O)c4ccco4)CC3)C(=O)N(Cc3ccc(Cl)cc3Cl)C1=C[C@H](C(C)(C)C)O[C@@H]2C,-3,-8,11,5,2,4,3,.,.,-12
